Assay outcomes as filed in PubChem.
Efflux pump mplx – antifungal efflux pump inhibition, Nile Red retention. S. cerevisiae Candida pump triplex. inhibition, % at 10 µM. hit rate 0.44% among 330,000. AID 485275;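 active = plate passing quality check with inhibition over a set limit, or well fluorescence over plate mean plus 4 SD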;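 also: Nile Red retained in pooled yeast measured as flow cytometry median fluorescence; 0% = buffer negative control and 100% = Enniatin B positive control; higher means more Nile Red kept so more efflux inhibition; some compounds called inactive have numbers as strong as hits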
GASC-1 inh – inhibitors of human GASC-1 (JMJD2C) demethylase; hit rate 0.069% among 330,000; inhibition, % at 2.35 µM; Q9H3R0; GST-JMJD2C(1-420) H3K9me3 demethylation, DELFIA europium; AID 2099;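 active = more than half of a compound's replicate wells show inhibition beyond 50%, single wells judged on their own value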;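 also: signal counts dimethyl H3K9 product captured on neutravidin plate; 0% = median of DMSO wells and 100% = 0.3 times that DMSO median; strong numbers were not always called active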
Target sequence (Q9H3R0 1-420 limits assumed): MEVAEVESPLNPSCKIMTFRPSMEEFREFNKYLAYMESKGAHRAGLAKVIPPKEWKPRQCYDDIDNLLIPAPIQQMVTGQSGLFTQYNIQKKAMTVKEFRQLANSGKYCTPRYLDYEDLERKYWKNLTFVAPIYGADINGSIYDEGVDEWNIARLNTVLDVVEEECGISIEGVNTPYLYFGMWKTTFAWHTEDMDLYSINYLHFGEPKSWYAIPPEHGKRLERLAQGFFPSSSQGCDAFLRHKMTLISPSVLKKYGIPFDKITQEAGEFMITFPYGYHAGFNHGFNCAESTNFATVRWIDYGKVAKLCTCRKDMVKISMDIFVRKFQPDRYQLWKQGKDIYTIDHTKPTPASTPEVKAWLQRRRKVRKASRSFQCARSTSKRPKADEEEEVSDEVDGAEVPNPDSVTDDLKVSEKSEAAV
An asterisk follows results filed as active. An excerpt; count on the stated rates, not on these rows.

Efflux pump mplx,GASC-1 inh,compound
-0.2,-6.9,CCCCn1c2ccc(C)cc2c2nnc(SCCN3CCCCC3)nc21
0.0,2.0,CSc1ccc(NC(=O)Nc2ccc(C(=O)NCC(=O)O)cc2)cc1
-0.1,7.4,CCCN1CCN(CCNC(=O)Nc2ccccc2Cl)CC1
-0.3,-7.6,CCn1nc(C)c(CNC(=O)c2ccc(OC3CCN(Cc4ccccn4)CC3)cc2)c1C
0.1,7.7,O=C(c1ccc(Cl)c(Cl)c1)N1CCN(c2ccccn2)CC1
1.9,-3.0,CCOc1ccc(S(=O)(=O)NCCC(=O)NCC(c2ccccc2OC)N2CCCC2)cc1 (centres undefined)
-0.1,3.5,CC(C)C(=O)Nc1nnc(S(=O)(=O)N(C)c2ccc(Cl)cc2)s1
0.7,3.8,CCc1ccc(S(=O)(=O)NCc2csc(C)n2)cc1
-0.1,0.9,CCC(NC(=O)Cc1c(C)c2c(cc(C)c3c(C)c(C)oc32)oc1=O)C(=O)O (centres undefined)
-0.2,-4.9,CCN(CC)c1nc(Oc2ccc(C(=O)NN)cc2)nc(Oc2ccc(C(=O)NN)cc2)n1
-0.1,0.9,COc1ccc(NC(=O)NS(=O)(=O)c2ccc(C)cc2)cn1
0.1,5.0,CCOc1ccc(-c2nnc(N3CCOCC3)c3ccccc23)cc1
-0.1,2.1,COc1ccccc1N1CCN(C2CCCN(C(=O)CN3CCCC3=O)C2)CC1 (centres undefined)
0.1,-5.4,Cc1cc(C)nc(Nc2ccc(Cl)cc2C)n1
0.2,-1.8,C=CCn1cccc(C(=O)Nc2ccc(C)c(Cl)c2)c1=O
0.1,7.4,CCOc1ccccc1C(=O)N/N=C/c1coc2ccc(Cl)cc2c1=O
-0.3,2.1,COc1cccc(OCCOc2ccc(/C=C3\C(=N)N4N=C(S(C)(=O)=O)SC4=NC3=O)cc2OC)c1
0.1,-9.5,CC(C)N1CCN(c2ccc(S(=O)(=O)N3CCOCC3)cn2)CC1
-0.1,-1.9,Fc1cccc(NC(=S)N2CCc3ccccc32)c1
0.0,-1.1,CCOC(=O)c1n[nH]n2c1nc(=O)c1ccccc12
0.4,-16.9,O=C1CSC(=S)N1c1cccc(O)c1
0.0,-0.3,Cc1ccc(S(=O)(=O)N[C@H](C(=O)NCC2CCC(C(=O)O)CC2)C(C)C)cc1 (some centres undefined)
-0.1,-7.6,CCN(CC)C(=O)CSc1nc(Cc2ccccc2)nc2ccccc12
-0.1,-7.3,CCc1ccc(NC(=O)Cn2cc([N+](=O)[O-])nc2C)cc1
-0.1,-4.9,COc1ccccc1CC(=O)Nc1cc(C)ccn1
-0.1,-15.9,CCCCNC(=O)c1ccc2c(c1)S(=O)(=O)c1ccccc1C2=O
0.1,-12.5,CC(=O)Nc1ccc(S(=O)(=O)NCCc2c[nH]c3ccc(C)cc23)cc1
-0.1,-4.9,O=C(O)c1ccc(NC(=O)c2ccc(COc3ccccc3)o2)cc1
0.1,-3.0,Cn1c(SCC(=O)O)nc2sc3c(c2c1=O)CCC3
0.2,-1.2,CC(=O)Nc1ccc(N=Cc2c(O)c3ccccc3oc2=O)cc1
0.0,-7.2,CCOC(=O)N1CCN(Cc2ccc3ccccc3c2)CC1
-0.2,-0.2,CCN(CC)c1ccc2nc3c4ccccc4c(=O)cc-3oc2c1
0.0,-1.3,Cc1ccccc1C(=O)NNC(=O)c1ccncc1
0.0,-1.3,O=C(O)C1C2CCC(C2)C1C(=O)Nc1cccc([N+](=O)[O-])c1 (centres undefined)
0.0,3.1,COc1cc2cc(NC(C)=O)cc(NCc3ccccc3)c2cc1OC
0.2,12.7,COc1cc(C2/C(=C(\O)c3ccc4c(c3)OCCO4)C(=O)C(=O)N2CCN2CCOCC2)cc(OC)c1OC (centres undefined)
0.1,-3.4,C/C(=N/NC(=O)c1ccc(Br)o1)c1cccs1
0.1,62.4,OCCOc1ccc(CN2CCN(CCCc3ccccc3)C(CCO)C2)cc1 (centres undefined)
0.0,2.4,COc1ccc(CC(=O)NCc2ccccc2)cc1OC
0.0,0.2,Cc1coc2c1c(C)cc1oc(=O)c(CC(=O)NCC(=O)NCC(=O)O)c(C)c12
-0.7,3.6,COc1ccc(C(=O)Nc2ccccc2C(=O)N2CCN(c3ccccc3)CC2)cc1
0.0,0.0,CCc1c(C)nc2ncnn2c1Nc1ccccc1C
0.0,0.8,Cc1ccc(C(=O)N2CCCCCC2)cc1S(=O)(=O)Nc1ccccc1
0.0,0.7,Cc1ccccc1-n1c(SCC(=O)N2CCCCC2)nc(O)cc1=O
-0.1,3.8,COc1ccc2oc(C)c(C(=O)c3ccc(C)cc3)c2c1

Structural class, the entries above with an NH in an aromatic ring (2)
Efflux pump mplx,GASC-1 inh,compound
0.0,-1.1,CCOC(=O)c1n[nH]n2c1nc(=O)c1ccccc12
0.1,-12.5,CC(=O)Nc1ccc(S(=O)(=O)NCCc2c[nH]c3ccc(C)cc23)cc1

Remaining list, next part.
Efflux pump mplx,GASC-1 inh,compound
-0.1,7.8,CCOc1ccc(N(CC(=O)NCCSCc2ccccc2Cl)S(C)(=O)=O)cc1
-0.1,-2.2,Cc1ccn2c(C(=O)NNC(=O)Nc3ccc(Cl)cc3)c(C)nc2c1
0.3,4.5,Cc1ccc2nc(CNC(=O)C3CCC(=O)N(Cc4ccccc4F)C3)cn2c1 (centres undefined)
0.0,-9.8,CNC(=O)NC(=O)CSc1nnc(-c2ccco2)n1-c1ccccc1
-0.1,-1.6,CCc1ccc(C(O)(CC)C(CN2CCOCC2)c2ccccc2)cc1 (centres undefined)
0.1,4.2,CN1CCC(NCCC(c2ccc(F)cc2)c2ccc(Cl)cc2)CC1 (centres undefined)
1.3,-0.8,CCN(CC)CCNC(=O)c1ccc(NC(=O)/C=C/c2ccc3ccccc3n2)cc1
0.1,2.7,O=[N+]([O-])c1cccc(-c2nnc(-c3ccccc3F)o2)c1
0.1,12.4,COc1ccc2[nH]c(C(=O)O)c(NC(=O)c3cc(OC)c(OC)c(OC)c3)c2c1
0.1,-6.1,CN1C(=O)c2ccccc2N(C)C1c1ccc(F)cc1 (centres undefined)
-0.5,-2.0,COc1ccc(CCNC(=O)c2c(O)c3ccccc3[nH]c2=O)cc1OC
-0.4,-0.3,CC(C)(C)OC(=O)N[C@@H](Cc1ccccc1)C(=O)NCC1CCC(C(=O)N[C@@H](CCC(N)=O)C(=O)O)CC1 (some centres undefined)
0.2,4.5,COC(=O)[C@@H]1Cc2c([nH]c3ccccc23)C(C)(C)N1C(=O)CCl
-0.2,12.6,CCOc1ccc(NC(=S)N2CCN(S(=O)(=O)c3ccccc3)CC2)cc1
-0.1,8.1,Fc1ccc(CN2CCC(Cc3ccccc3)CC2)cc1F
0.1,-9.3,C/C(=N/NS(=O)(=O)c1ccc(C(C)C)cc1)c1ccncc1
-0.2,-1.1,Cc1c(CC(=O)NCC(=O)O)c(=O)oc2cc3oc4c(c3cc12)CCCC4
-0.1,8.8,O=C1CSC(c2ccc([N+](=O)[O-])cc2)N1Cc1ccccc1 (centres undefined)
0.0,1.5,O=[N+]([O-])c1ccccc1S(=O)(=O)N1CCN(C2CCCC2)CC1
0.0,0.7,O=C(Nc1sc2c(c1C(=O)O)CCCC2)c1ccc(F)cc1
0.0,18.0,Oc1c(Br)cc(/C=N/n2c(-c3ccccc3)n[nH]c2=S)cc1Br
-0.1,-6.0,CN1CCN(c2nc3c(c(=O)[nH]c(=O)n3C)n2Cc2ccc(Cl)cc2)CC1
0.0,1.4,COc1cccc(-n2c(SCC(N)=O)nnc2-c2ccco2)c1
-0.1,-9.2,Nc1ccc(CCC(=O)N2CCCC2)cc1
0.0,5.1,Cc1ccc(C(=O)Nc2ccc(S(=O)(=O)Nc3ncccn3)cc2)cc1[N+](=O)[O-]
-0.2,-1.0,C/C(CC(=O)Nc1ccc(N(C)C)cc1)=N\NC(=O)c1ccccc1F
-0.1,4.1,Oc1ccc(Nc2nc(-c3ccccc3O)nc3ccccc23)cc1
-0.3,0.8,CCN(CC)c1nc(-c2ccc(C(=O)NN)cc2)nc(-c2ccc(C(=O)NN)cc2)n1
0.0,5.0,CCC(C)Oc1ccc(C(=O)Nc2ccc(CN3CCOCC3)cc2)cc1 (centres undefined)
0.0,-2.3,CCCn1c2ccccc2c2cnn(CC(=O)NCCCOC)c(=O)c21
-0.1,3.3,COC(=O)c1ccc(NC(=S)N2CCN(C(=O)c3ccco3)CC2)cc1
2.5,6.7,CC(C)(CNC(=O)c1ccc(Br)o1)N1CCOCC1
0.2,3.6,CCOc1ccc(OCC(O)CN2CCN(S(=O)(=O)c3cccc(C(F)(F)F)c3)CC2)cc1 (centres undefined)
0.0,6.3,CCn1c(Oc2ccccc2C)nc2c1c(=O)n(C)c(=O)n2C
-0.1,2.6,CCOC(=O)c1c(-c2ccccc2)oc2ccc(OCC(N)=O)cc12
0.2,3.8,CCOC(=O)c1cnc2ccc(OC)cc2c1Nc1ccc(N2CCN(C)CC2)cc1
-0.2,8.4,COc1cccc(OCc2nn3c(=O)c(-c4ccccc4)nnc3s2)c1
0.0,22.2,Nc1nnnn1/N=C/c1ccc(Br)cc1
0.1,-2.5,O=C(NNC(=S)Nc1ccccc1Cl)c1ccccc1Br
-0.1,-5.3,COc1cc2c(cc1OC)C(c1ccc([N+](=O)[O-])cc1)N(C(C)=O)CC2 (centres undefined)
-0.1,-5.2,CCOC(=O)c1c(N2CCN(c3ccccc3)CC2)cc(C)nc1C
0.0,-8.3,Cc1cc(C)n(S(=O)(=O)c2cccc([N+](=O)[O-])c2)n1
-0.1,31.7,COCc1cc(=O)[nH]c(N2CCN(c3ccccc3OC)CC2)n1
0.0,3.0,COCCCNc1ncnc2c1nc1n2CCCC1
0.7,-6.1,COC(=O)c1ccc(CNC(=O)C2CCC(=O)N(CCc3ccccc3)C2)cc1 (centres undefined)

A second format for some results above.
Under each structure – Efflux pump mplx | GASC-1 inh
COc1cccc(OCc2nn3c(=O)c(-c4ccccc4)nnc3s2)c1
 : -0.2 | 8.4
Cc1cc(C)n(S(=O)(=O)c2cccc([N+](=O)[O-])c2)n1
 : 0.0 | -8.3
Nc1nnnn1/N=C/c1ccc(Br)cc1
 : 0.0 | 22.2
COCCCNc1ncnc2c1nc1n2CCCC1
 : 0.0 | 3.0

Going on with the list:
Efflux pump mplx,GASC-1 inh,compound
0.4,-0.7,Cc1cc(N2CCOCC2)n2nc(C)c(-c3ccccc3Cl)c2n1
-0.2,1.2,COc1ccccc1/C=N/NC(=O)c1cc2c(OC)c(OC)ccc2[nH]1
1.7,-0.5,CC(C)(CNC(=O)c1ccc(NS(=O)(=O)c2ccc(F)cc2)cc1)N1CCOCC1
0.0,6.0,O=C(O)c1ccc(/C=C2/SC(=S)N(Cc3ccccc3)C2=O)cc1
-0.1,-0.1,Cc1[nH]c(-c2ccc(F)cc2)cc1C(=O)N1CCN(c2cccc(Cl)c2)CC1
0.0,-5.3,Cc1cccn2c(=O)c(/C=C(\C#N)C(N)=O)c(N3CCN(c4ccccc4)CC3)nc12
0.1,8.4,O=CNCCCc1nc2ccccc2n1CCc1ccccc1
0.0,-2.3,Cc1nc2ccccc2n1CCOc1ccc(F)cc1
0.0,12.1,CC1CCN(C(=O)CSc2nnc(N)s2)CC1
0.2,8.5,Clc1ccc(-c2nnc(-c3ccccc3)o2)cn1
0.0,-3.9,O=C(c1ccccc1F)N(Cc1ccccc1)Cc1ccccc1
-0.1,-0.2,COc1cc2c(cc1OC)/C(=C/C(=O)c1ccccc1F)NCC2
-0.3,129.8,COCCCC1CCN(C(=O)C2CCC(=O)N(CC3CCCCC3)C2)CC1 (centres undefined)
0.1,19.5,O=C(C1CC1)N1c2ccccc2Sc2ccccc21
0.0,-4.5,O=C1CSC(c2cccc([N+](=O)[O-])c2)N1CCc1ccccc1 (centres undefined)
0.0,4.6,Cc1c(Cl)cccc1NC(=O)CCN1CCN(CCO)CC1
0.1,-3.4,Cc1ccc(NC(=O)N(C)c2ccccc2)cc1
0.0,5.4,Cc1cc(C(=O)N/N=C/c2ccc3ccccc3c2)n[nH]1
0.0,7.7,CCOc1cccc(C(=O)NC2=NCCS2)c1
0.1,0.4,CCN(c1cc(C)cc(C)c1)S(=O)(=O)c1nnc(NC(=O)C(C)(C)C)s1
-0.1,10.0,Cc1ccccc1N1CCN(Cc2ccc(Br)o2)CC1
0.1,4.3,CCc1ccccc1NC(=O)N1CCCc2ccccc21
0.0,1.1,CCn1cc(C(=O)N[C@@H](C)C(=O)NCCCO)c(=O)c2cc3c(cc21)OCO3
0.2,0.2,O=C(NN=C1CCCCCC1)c1ccncc1
-0.7,9.4,COc1ccc(Cl)cc1NC(=O)NNC(=O)c1ccccn1
-0.1,10.1,NCC(c1ccco1)c1c[nH]c2ccccc12 (centres undefined)
0.1,5.1,O=C(Nc1cccc2ccccc12)c1cccc(F)c1
-0.2,0.2,CN[C@@H]1CC[C@H](c2ccc(Cl)c(Cl)c2)c2ccccc21
-0.1,2.4,Cn1c(=O)n(CC(N)=O)c(=O)c2c1nc1n2CCCN1Cc1ccccc1
-0.2,5.1,CC(C)C(NC(=O)CN1C(=O)c2ccccc2C1=O)c1ccccc1 (centres undefined)
0.1,5.5,CCOc1ccc(NC(=O)Cn2ncc3ccccc32)cc1
0.2,-1.6,O=C(c1ccc(F)cc1F)N1CCCc2ccccc21
0.0,-5.7,COc1ccc(CN(C#N)c2nc(C)cc(C)n2)cc1
0.0,0.5,CCOc1ccccc1C(=O)N(C)CC(=O)Nc1ccc(OC)cc1
-0.1,18.9,O=C(O)c1ccc(Oc2ccc(S(=O)(=O)c3ccc(C(=O)O)c(C(=O)O)c3)cc2)cc1
0.1,-5.2,O=C(CN1CCCCC1)Nc1nc(-c2ccc(Cl)cc2)cs1
0.1,12.8,Cc1ccc(C(=O)NCc2ccco2)cc1
